Assay outcomes as filed in PubChem BioAssay.
Pf Dd2 inh: P. falciparum Dd2 growth inhibition | actives 2.3% (n = 94,000) | SYBR Green, 72 h; active compounds read low | activity change, % at 10 µM; in the data active = activity change below about -80%
T cruzi growth: T. cruzi proliferation inhibition. inhibition, % at 8.34 µM. actives 5.9% (n = 77,000). AID 624255. T. cruzi beta-gal in NIH3T3, GalScreen luminescence, 90 h;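 active = mean inhibition above about 93%, with at least 55% of replicates each passing it, limit read from the data, passing the limit was not always enough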
KDM4C inh: inhibitors of human demethylase GASC-1 KDM4C | GST-KDM4C 2-372, H3K9me3 peptide, LANCE TR-FRET | AID 720574 | inhibition, % at 12.5 µM | actives 0.15% (n = 96,000) | Q9H3R0;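 active = mean replicate inhibition above about 25%, with at least 55% of replicates also reaching it, limit read from the data, passing the limit was not always enough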
Target sequence (Q9H3R0 2-372 limits assumed): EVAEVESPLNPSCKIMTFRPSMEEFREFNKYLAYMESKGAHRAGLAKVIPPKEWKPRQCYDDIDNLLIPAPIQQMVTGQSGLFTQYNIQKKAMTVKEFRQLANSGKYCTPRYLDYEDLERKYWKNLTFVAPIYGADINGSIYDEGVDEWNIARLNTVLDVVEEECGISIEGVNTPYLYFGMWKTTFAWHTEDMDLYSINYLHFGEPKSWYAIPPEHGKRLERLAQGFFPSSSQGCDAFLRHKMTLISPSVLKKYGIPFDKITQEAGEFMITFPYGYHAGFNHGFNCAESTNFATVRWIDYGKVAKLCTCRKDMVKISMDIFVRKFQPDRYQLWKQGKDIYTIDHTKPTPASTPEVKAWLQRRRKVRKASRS
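Material: GST-tagged GASC-1 (JMJD2C) catalytic fragment, aa 2-372. Input: enzyme final amount 10 nM. Medium: HEPES buffer, pH 7.5, plus ascorbate. Reagent: H3K9me3 peptide substrate, Fe(II), 2-oxoglutarate. Doses: single dose. Times: reaction 30 min RT, detection step 1 h RT. Measured by: LANCE TR-FRET. Evaluation: Fall in 671/618 emission ratio as inhibition.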
C diff HTS: C. difficile growth inhibition. Clostridium difficile clinical isolate growth, OD600, 24 h; active compounds read low. growth activity, negative = inhibition, % at 16 µg/mL (by protocol). actives 0.25% (n = 86,000). AID 1259249;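 active = mean growth activity at or below -80% and every replicate also at or below -80%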;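 note: 0% = DMSO wells and -100% = levofloxacin 16 µg/mL wells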
* hit, by the source's call; . = not tested or not shown; & = joins results of further samples. No enrichment for hits; about 7% have a hit in one of these screens.

Short keys – A = Pf Dd2 inh; B = T cruzi growth; C = KDM4C inh; D = C diff HTS
1: C[C@@H]1CCCCO[C@@H](CN(C)S(=O)(=O)c2ccc(F)cc2)[C@H](C)CN([C@H](C)CO)C(=O)c2cc(N(C)C)ccc2O1
  A: -7 | B: 40 | C: 0.8 | D: 0
2: N#C[C@H]1[C@@H](c2ccccc2-c2cccc(F)c2)[C@@H](CO)N1C(=O)CN1CCOCC1
  A: 15 | B: . | C: 0.4 | D: 4
3: Cc1noc(C)c1NC(=O)N(C)C[C@@H]1Oc2ccc(NC(=O)CCC(F)(F)F)cc2CC(=O)N([C@@H](C)CO)C[C@H]1C
  A: 18 | B: -9 | C: -0.6 | D: 2
4: O=C(Nc1ccc(F)cc1)N1CCCCN2[C@@H](CO)[C@H](c3ccc(C#CC4CC4)cc3)[C@@H]2C1
  A: -55 | B: 53 | C: 1.3 | D: 43
5: C[C@H](CO)N1C[C@H](C)[C@@H](CN(C)Cc2ccncc2)Oc2ncc(-c3ccc(C#N)cc3)cc2C1=O
  A: -17 | B: -33 | C: -0.3 | D: -6
6: C[C@H](CO)N1C[C@H](C)[C@H](CN(C)Cc2ccccc2)Oc2ccc(NS(=O)(=O)c3ccccc3)cc2CC1=O
  A: -41 | B: 36 | C: 1.3 | D: -2
7: C[C@H]1CCCCO[C@H](CN(C)Cc2ccccc2)[C@@H](C)CN([C@@H](C)CO)C(=O)c2cc(NC(=O)C3CCCCC3)ccc2O1
  A: -33 | B: 91 | C: 0.2 | D: 10
8: COc1ccc(NC(=O)N(C)C[C@H]2Oc3ccc(NS(=O)(=O)c4c(C)noc4C)cc3C(=O)N([C@@H](C)CO)C[C@@H]2C)cc1
  A: 20 | B: 39 | C: 1.0 | D: .
9: Cc1ccc(-c2ccc3c(c2)O[C@@H](CN(C)C(=O)C2CC2)[C@@H](C)CN([C@H](C)CO)S3(=O)=O)cc1
  A: -10 | B: 108 | C: 0.7 | D: .
10: O=C(C[C@H]1CC[C@H](NC(=O)NC2CCCCC2)[C@H](CO)O1)NCc1ccc(Cl)cc1
  A: 6 | B: -17 | C: 11 | D: -4
11: CCNC(=O)C[C@@H]1CC[C@H]2[C@H](COc3ccc(NC(=O)C4CCOCC4)cc3C(=O)N2C)O1
  A: 2 | B: -5 | C: 0.9 | D: 3
12: C[C@H]1CN([C@@H](C)CO)C(=O)c2cc(C3=CCCCC3)cnc2O[C@@H]1CN(C)Cc1ccccc1C(=O)O
  A: -7 | B: 108* | C: -0.8 | D: -5
13: C[C@H]1CN([C@@H](C)CO)C(=O)c2cc(-c3cccnc3)cnc2O[C@H]1CN(C)C(=O)Cc1cccnc1
  A: 21 | B: 29 | C: 0.3 | D: 0
14: O=C(c1ccccc1F)N1CC2(C1)[C@H](c1ccccc1)[C@@H](CO)N2CC1CCCC1
  A: -7 | B: . | C: . | D: 11
15: C[C@@H]1CN([C@@H](C)CO)C(=O)c2cc(NC(=O)Nc3ccc(C(F)(F)F)cc3)ccc2O[C@@H](C)CCCCO[C@@H]1CN(C)S(=O)(=O)c1ccccc1
  A: -44 | B: 76 | C: 1.0 | D: -10

Further records:
Short keys – A = Pf Dd2 inh; B = T cruzi growth; C = KDM4C inh; D = C diff HTS
16: COc1ccc2c3c(n(C)c2c1)[C@@H](CO)NCC31CCN(Cc2cc(F)ccc2F)CC1
  A: -78 | B: . | C: 0.3 | D: 8
17: O=C(CC1CC1)N1CC(=O)N2[C@@H](CO)[C@H](c3ccc(/C=C/c4ccccc4)cc3)[C@@H]2C1
  A: 3 | B: . | C: 1.2 | D: 3
18: O=C1CN(Cc2ccccc2)C[C@H]2[C@H](c3ccc(-c4ccccc4F)cc3)[C@@H](CO)N12
  A: 3 | B: . | C: 1.1 | D: 0
19: CN1CCN(C(=O)C[C@@H]2C[C@H]3c4cc(NC(=O)Nc5ccccc5F)ccc4O[C@H]3[C@@H](CO)O2)CC1
  A: 11 | B: -35 | C: -0.7 | D: -2
20: CC(C)C#Cc1ccc([C@H]2[C@@H](CO)N3CCCCN(CC4CC4)C[C@@H]23)cc1
  A: -34 | B: 95 | C: 0.3 | D: -2
21: Cc1cccc(S(=O)(=O)N2C[C@@H](O)COC[C@@H]3O[C@H](CC(=O)NCc4ccncn4)CC[C@H]32)c1
  A: -1 | B: 22 | C: 1.2 | D: .
22: CCNC(=O)Nc1ccc2c(c1)C(=O)N(C)[C@@H]1CC[C@H](CC(=O)NCCN3CCCC3)O[C@H]1CO2
  A: -10 | B: -6 | C: 0.0 | D: -4
23: O=C(C[C@H]1C[C@@H]2c3cc(NC(=O)C4CCOCC4)ccc3O[C@@H]2[C@H](CO)O1)NCc1ccccc1F
  A: 1 | B: -35 | C: -0.3 | D: 0
24: O=C(Cc1ccccn1)N1CC(=O)N2[C@H](CO)[C@@H](c3ccc(C#CC4CCCC4)cc3)[C@H]2C1
  A: -39 | B: . | C: 0.4 | D: 1
25: C/C=C/c1cnc2c(c1)C(=O)N([C@@H](C)CO)C[C@@H](C)[C@H](CN(C)C(=O)NC1CCCC1)O2
  A: 0 | B: 21 | C: -0.8 | D: 8
26: Cc1noc(C)c1NC(=O)N(C)C[C@@H]1Oc2c(NC(=O)Nc3ccccc3)cccc2C(=O)N([C@@H](C)CO)C[C@@H]1C
  A: -4 | B: 53 | C: 0.1 | D: .
27: C[C@@H]1CN([C@H](C)CO)C(=O)c2cc(NS(=O)(=O)c3cccs3)ccc2O[C@H]1CN(C)S(=O)(=O)c1ccccc1
  A: -2 | B: -1 | C: -1.0 | D: -3
28: C[C@@H]1CN([C@@H](C)CO)C(=O)c2cc(NS(=O)(=O)c3ccccc3)ccc2O[C@@H]1CN(C)Cc1ccc(C(=O)O)cc1
  A: 16 | B: -34 | C: -2.1 | D: -3
29: C[C@H](CO)N1C[C@H](C)[C@H](CN(C)S(=O)(=O)c2cccs2)Oc2ccc(NS(C)(=O)=O)cc2CC1=O
  A: 5 | B: 18 | C: 0.1 | D: -1
30: O=C(C[C@H]1CC[C@@H]2[C@H](COC[C@H](O)CN2Cc2cc(F)ccc2F)O1)N1CCc2ccccc2C1
  A: -28 | B: 34 | C: 0.2 | D: 0&-1

The list goes on.
Short keys – A = Pf Dd2 inh; B = T cruzi growth; C = KDM4C inh; D = C diff HTS
31: CO[C@H](CN(C)C(=O)C1CC1)[C@@H](C)CN(C(=O)Nc1ccc(C(F)(F)F)cc1)[C@@H](C)CO
  A: -1 | B: 37 | C: 0.2 | D: .
32: Cc1ccc(S(=O)(=O)N[C@@H]2C=C[C@H](CC(=O)N3CCC(Cc4ccccc4)CC3)O[C@@H]2CO)cc1
  A: -19 | B: -31 | C: 0.6 | D: .
33: N#C[C@H]1[C@H](c2ccccc2)[C@@H](CO)N1S(=O)(=O)c1ccc(-c2ccccc2)cc1
  A: 8 | B: 83 | C: 1.6 | D: 2
34: C[C@@H]1CN([C@H](C)CO)C(=O)c2cc(NC(=O)Cc3ccccc3)ccc2O[C@@H]1CN(C)C(=O)NC1CCCCC1
  A: 9 | B: 66 | C: -0.2 | D: -1
35: Cc1noc(C)c1S(=O)(=O)Nc1ccc2c(c1)CC(=O)N([C@@H](C)CO)C[C@H](C)[C@@H](CN(C)Cc1ccc(C(=O)O)cc1)O2
  A: 10 | B: -17 | C: 0.0 | D: -5
36: C[C@H](CO)N1C[C@H](C)[C@@H](CN(C)Cc2ccccc2)Oc2ccc(NS(=O)(=O)c3ccccc3)cc2CC1=O
  A: -41 | B: 71 | C: 8.6 | D: 5
37: COC(=O)C[C@H]1CC[C@@H]2[C@H](COc3ccc(NC(=O)c4ccccc4OC)cc3C(=O)N2C)O1
  A: -4 | B: 9 | C: 1.5 | D: 2
38: C[C@@H]1CN([C@@H](C)CO)C(=O)c2cccc(NC(=O)Nc3ccc(C(F)(F)F)cc3)c2O[C@H]1CN(C)Cc1ccc(C(F)(F)F)cc1
  A: 35 | B: 55 | C: -1.8 | D: 18
39: CC(C)NC(=O)Nc1ccc2c(c1)C(=O)N([C@@H](C)CO)C[C@H](C)[C@H](CN(C)C(=O)CCC(F)(F)F)OCCCC[C@H](C)O2
  A: -42 | B: 40 | C: 0.3 | D: -1
40: C/C=C/c1ccc2c(c1)[C@H]1[C@H](CCN1Cc1ccc(F)cc1)[C@H](CO)N2
  A: -57 | B: . | C: -0.9 | D: 21
41: CO[C@@H]1CN(C)C(=O)c2ccc(NC(C)=O)cc2OC[C@H](C)N(C(=O)CN2CCOCC2)C[C@H]1C
  A: 38 | B: -10 | C: 0.0 | D: -2
42: C[C@H]1CN([C@@H](C)CO)C(=O)c2cc(NC(=O)Nc3ccc(F)cc3)ccc2O[C@@H]1CN(C)S(=O)(=O)c1cccs1
  A: -23 | B: -54 | C: -0.3 | D: .
43: CC(C)CC#Cc1ccc2c(c1)O[C@@H](CN(C)C(=O)CN(C)C)[C@@H](C)CN([C@@H](C)CO)S2(=O)=O
  A: -53 | B: -5 | C: 0.1 | D: -8
44: C[C@@H]1CCCCO[C@H](CN(C)Cc2ccc(Cl)c(Cl)c2)[C@H](C)CN([C@@H](C)CO)C(=O)c2cc(NS(=O)(=O)c3ccc(F)cc3)ccc2O1
  A: -64 | B: . | C: -1.4 | D: 46
45: CCC(=O)N1C[C@@H](C)[C@@H](OC)CN(C)C(=O)c2ccc(NC(=O)C3CCOCC3)cc2OC[C@@H]1C
  A: 11 | B: -21 | C: -0.3 | D: 2

(continued)
Short keys – A = Pf Dd2 inh; B = T cruzi growth; C = KDM4C inh; D = C diff HTS
46: O=C([C@H]1[C@H](CO)[C@H]2Cn3c(ccc(-c4ccccc4F)c3=O)[C@@H]1N2C(=O)C1CC1)N1CCCCC1
  A: 1 | B: 90 | C: -0.8 | D: 4
47: C/C=C/c1ccc([C@H]2[C@@H](CO)N(C(C)=O)[C@@H]2CNC(=O)c2ccncc2)cc1
  A: 7 | B: 37 | C: -0.4 | D: -1
48: Cc1noc(C)c1NC(=O)Nc1ccc2c(c1)C(=O)N([C@H](C)CO)C[C@@H](C)[C@H](CN(C)C(=O)C1CCCCC1)OCCCC[C@@H](C)O2
  A: -3 | B: 11 | C: 0.8 | D: 4
49: COCC(=O)N1[C@@H](CO)[C@@H]2c3ccccc3N(C(=O)c3cccnc3)C[C@@H]21
  A: -2 | B: -1 | C: 9.8 | D: -3
50: CCC(=O)N1[C@H](CO)[C@H](c2ccccc2)C12CN(C(=O)c1ccncc1)C2
  A: -19 | B: . | C: 10 | D: 4
51: C[C@H]1CN([C@@H](C)CO)C(=O)c2cccc(NC(=O)Nc3ccc4c(c3)OCO4)c2O[C@@H]1CN(C)Cc1ccc(-c2ccccc2)cc1
  A: -1 | B: -26 | C: 0.6 | D: -1
52: COc1ccc(CN(C)C[C@H]2Oc3ccc(NS(=O)(=O)c4ccccc4)cc3C(=O)N([C@@H](C)CO)C[C@H]2C)cc1
  A: 7 | B: . | C: 0.2 | D: 1
53: O=C(Nc1ccc(C(F)(F)F)cc1)N[C@H]1C=C[C@H](CC(=O)N2CCCCC2)O[C@H]1CO
  A: -2 | B: 15 | C: 2.3 | D: .

Whole records as entered above. Values in the order: Pf Dd2 inh | T cruzi growth | KDM4C inh | C diff HTS
Results for `O=C(Nc1ccc(C(F)(F)F)cc1)N[C@H]1C=C[C@H](CC(=O)N2CCCCC2)O[C@H]1CO` : -2 | 15 | 2.3 | .
Results for `CCC(=O)N1[C@H](CO)[C@H](c2ccccc2)C12CN(C(=O)c1ccncc1)C2` : -19 | . | 10 | 4

Entries shown so far with a CF3 group, in the order listed:
Short keys – A = Pf Dd2 inh; B = T cruzi growth; C = KDM4C inh; D = C diff HTS
3: Cc1noc(C)c1NC(=O)N(C)C[C@@H]1Oc2ccc(NC(=O)CCC(F)(F)F)cc2CC(=O)N([C@@H](C)CO)C[C@H]1C
  A: 18 | B: -9 | C: -0.6 | D: 2
15: C[C@@H]1CN([C@@H](C)CO)C(=O)c2cc(NC(=O)Nc3ccc(C(F)(F)F)cc3)ccc2O[C@@H](C)CCCCO[C@@H]1CN(C)S(=O)(=O)c1ccccc1
  A: -44 | B: 76 | C: 1.0 | D: -10
31: CO[C@H](CN(C)C(=O)C1CC1)[C@@H](C)CN(C(=O)Nc1ccc(C(F)(F)F)cc1)[C@@H](C)CO
  A: -1 | B: 37 | C: 0.2 | D: .
38: C[C@@H]1CN([C@@H](C)CO)C(=O)c2cccc(NC(=O)Nc3ccc(C(F)(F)F)cc3)c2O[C@H]1CN(C)Cc1ccc(C(F)(F)F)cc1
  A: 35 | B: 55 | C: -1.8 | D: 18
39: CC(C)NC(=O)Nc1ccc2c(c1)C(=O)N([C@@H](C)CO)C[C@H](C)[C@H](CN(C)C(=O)CCC(F)(F)F)OCCCC[C@H](C)O2
  A: -42 | B: 40 | C: 0.3 | D: -1
53: O=C(Nc1ccc(C(F)(F)F)cc1)N[C@H]1C=C[C@H](CC(=O)N2CCCCC2)O[C@H]1CO
  A: -2 | B: 15 | C: 2.3 | D: .
